Screening data as filed in PubChem.
PostGolgi ctrl: yeast control strain growth, post-Golgi counter-screen | actives 5% (n = 98,000) | inhibition, % at 10 µM | efflux-deficient yeast background strain, growth absorbance A615, 16 h
HIV Rev-RRE inh: disrupts HIV-1 Rev binding to RRE RNA | P05866 | Rev peptide-RRE RNA binding, FRET | inhibition, % at 8 µM | actives 0.79% (n = 97,000);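 active means inhibition above the screen-wide mean plus 3 SD, cut at about 35% in these data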;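 further: 0% = median DMSO wells and 100% = median Neomycin B control wells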
Target sequence (P05866 whole entry, looked up): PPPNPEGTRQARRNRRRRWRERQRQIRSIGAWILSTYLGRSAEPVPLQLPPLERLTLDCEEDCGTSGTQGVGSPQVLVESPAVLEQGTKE
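Test system – labelled RRE RNA duplex and labelled Rev peptide · Reagent – labelled Rev peptide · Doses – one concentration, 8 µM nominal · Incubation – 5 + 15 min at 25 °C · Signal – FRET fluorescence readout · Read-out basis – % inhibition of FRET ratio versus controls · Control set – DMSO wells as 0% and neomycin B wells as 100% inhibition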
LYP inh 2: inhibitors of human LYP (PTPN22) phosphatase; Q9Y2R2; recombinant LYP catalytic domain, DiFMUP fluorescence; inhibition, % at 2 µM; actives 0.21% (n = 96,000); AID 640;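 active means inhibition at 2 µM at or above a set limit, the screen mean plus 3 SD, cut at about 24% in these data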;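 further: 0% = DMSO with enzyme and 100% = enzyme fully blocked by orthovanadate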
Target sequence (Q9Y2R2 whole entry, looked up, the tested form may be a part): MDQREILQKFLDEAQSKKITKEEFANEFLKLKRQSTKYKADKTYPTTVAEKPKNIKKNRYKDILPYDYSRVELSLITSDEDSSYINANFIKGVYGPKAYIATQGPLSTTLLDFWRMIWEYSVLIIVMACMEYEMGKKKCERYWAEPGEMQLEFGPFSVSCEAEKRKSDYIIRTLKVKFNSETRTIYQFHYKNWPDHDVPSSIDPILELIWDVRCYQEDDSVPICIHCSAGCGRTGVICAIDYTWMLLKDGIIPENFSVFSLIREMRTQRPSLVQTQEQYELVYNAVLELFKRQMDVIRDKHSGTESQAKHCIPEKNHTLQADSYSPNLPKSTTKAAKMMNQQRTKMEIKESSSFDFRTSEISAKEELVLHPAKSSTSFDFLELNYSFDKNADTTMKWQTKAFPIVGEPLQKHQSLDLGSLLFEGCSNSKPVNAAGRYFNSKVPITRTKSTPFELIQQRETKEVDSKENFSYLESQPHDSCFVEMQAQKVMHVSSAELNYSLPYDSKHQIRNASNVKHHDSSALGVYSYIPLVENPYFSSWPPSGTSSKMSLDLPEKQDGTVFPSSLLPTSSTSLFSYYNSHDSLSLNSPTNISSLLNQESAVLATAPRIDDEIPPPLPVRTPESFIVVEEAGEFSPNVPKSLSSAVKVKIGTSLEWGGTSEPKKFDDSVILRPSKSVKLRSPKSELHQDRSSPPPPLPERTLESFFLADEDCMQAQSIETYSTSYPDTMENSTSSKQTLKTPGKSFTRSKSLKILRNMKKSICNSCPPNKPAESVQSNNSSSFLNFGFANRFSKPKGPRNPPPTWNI
FAK inh: blocks human focal adhesion kinase activity; biochemical FAK kinase activity assay; inhibition, %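 (tested at 7 µM)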; actives 0.84% (n = 97,000); in the data active means inhibition above about 19%;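 further: 0% = DMSO and 100% = reference compound high control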
S1P2 agonist: S1P2 (human) receptor agonism; S1P2-expressing cell line, agonist reporter read-out; actives 0.46% (n = 97,000); AID 729; O95136; activation, % at 4.5 µM; in the data active means activation above about 16%;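 further: 0% = vehicle low control and 100% = maximal reference agonist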
EphB4 ephrin blk: EphB4-ephrin-B2 interaction antagonism. P54760. EphB4 LBD / TNYL-RAW-Alexa532 peptide, fluorescence polarization. inhibition, % at 7 µM. actives 0.15% (n = 97,000). AID 720;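 active means inhibition above the screen-wide mean inhibition plus 3 SD, cut at about 15% in these data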;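 further: 0% = DMSO wells and 100% = excess unlabeled TNYL-RAW peptide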
LYP act: LYP (human) phosphatase activation. Q9Y2R2. recombinant LYP, DiFMUP fluorescence; 0 = plate median, 100 = signal doubled. activation, % at 2 µM. actives 0.11% (n = 96,000). AID 697;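 active means activation at 2 µM above a set limit, the mean plus 5 SD, cut at about 37% in these data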
S1P2 blocker: blocks the human S1P2 receptor. O95136. cell-based S1P2 antagonist assay, inhibition at 5 uM. inhibition, % at 5 µM. actives 0.21% (n = 97,000); in the data active means inhibition above about 45%;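 further: CRE beta-lactamase reporter cells expressing human S1P2 stimulated with S1P; 0% = agonist at EC80 alone and 100% = agonist plus reference antagonist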
PostGolgi yeast: growth inhibition of a yeast mutant, post-Golgi transport screen | post-Golgi transport phenotypic cell assay | inhibition, % at 10 µM | actives 0.9% (n = 98,000) | AID 739;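 further: yeast cells grown in 1536-well plates; yeast grown about 18 h at 30C before absorbance read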
The depositor's hits bear a star; nt = not tested or not shown. Unless noted, no stated cut-off is given here; in the data, active means inhibition above about 30%; inactive means the rest.

Sample of the layout:
1	COc1ccc(Cc2nn[nH]n2)cc1
2	O=C(NCC(c1cccs1)N1CCOCC1)c1cc2ccccc2o1 (stereo not drawn)
3	Cc1cccc(CS(=O)(=O)Cc2ccc(C(=O)NCCCN3CCOCC3)o2)c1

compound no.	1	2	3
PostGolgi ctrl	3	0	-2
HIV Rev-RRE inh	5	1	0
LYP inh 2	5	2	12
FAK inh	-1	7	0
S1P2 agonist	-2	-6	-2
EphB4 ephrin blk	1	-1	-8
LYP act	-6	-4	-14
S1P2 blocker	-3	14	-14
PostGolgi yeast	3	-4	-5

Results, from the first entry:
1	COc1ccc(Cc2nn[nH]n2)cc1
2	O=C(NCC(c1cccs1)N1CCOCC1)c1cc2ccccc2o1 (stereo not drawn)
3	Cc1cccc(CS(=O)(=O)Cc2ccc(C(=O)NCCCN3CCOCC3)o2)c1
4	O=C(C1CCCN(S(=O)(=O)c2cccc3nsnc23)C1)N1CCN(c2ccccn2)CC1 (stereo not drawn)
5	NC1(N)OC(CN2C(=O)c3ccccc3C2=O)CS1 (stereo not drawn)
6	O=C1NC(c2cn(-c3ccccc3)nc2-c2cccs2)C(C(=O)c2cccnc2)C(O)(C(F)(F)F)N1 (stereo not drawn)
7	Nc1ccc(O)cc1C(=O)OCC(=O)C12CC3CC(CC(C3)C1)C2
8	CCOc1cc(C)c(S(=O)(=O)N2CCCC2)cc1C

compound no.	1	2	3	4	5	6	7	8
PostGolgi ctrl	3	0	-2	9	10	-1	6	-7
HIV Rev-RRE inh	5	1	0	3	12	7	8	2
LYP inh 2	5	2	12	0	-3	-4	0	-8
FAK inh	-1	7	0	-1	1	2	6	4
S1P2 agonist	-2	-6	-2	-4	-2	-6	-6	-6
EphB4 ephrin blk	1	-1	-8	-5	-9	3	-1	5
LYP act	-6	-4	-14	0	1	4	-3	4
S1P2 blocker	-3	14	-14	-2	29	-13	6	4
PostGolgi yeast	3	-4	-5	-6	5	-4	2	-15

9	O=Cc1ccccc1OCCOc1ccccc1C=O
10	CCOC(=O)N1CCN(c2ccc(Cl)c(Cl)c2)CC1
11	COc1ccc(Oc2nc3ccccc3n3cccc23)cc1
12	Cc1cccc(CNC(=O)c2ccccc2N)c1
13	COc1ccc(NC(=O)NCCN2CCc3ccccc3C2)cc1
14	COC(=O)Nc1ccc(S(=O)(=O)N2CCCCCC2)cc1
15	CC(C)COC(=O)Nc1ccccc1C(=O)N1CCOCC1
16	CCOc1ccc(Cl)cc1S(=O)(=O)N1CCCC1

compound no.	9	10	11	12	13	14	15	16
PostGolgi ctrl	nt	-5	6	3	nt	25	7	7
HIV Rev-RRE inh	6	6	4	2	-1	-3	6	0
LYP inh 2	12	4	-2	1	2	7	-7	-2
FAK inh	2	7	5	-4	1	-1	0	0
S1P2 agonist	-2	-19	-4	-5	-4	1	-7	2
EphB4 ephrin blk	8	5	4	-3	0	7	-10	1
LYP act	-11	-1	-1	-2	-1	-9	6	3
S1P2 blocker	6	5	-5	2	1	3	-14	1
PostGolgi yeast	nt	7	-1	-3	nt	-5	2	2

One compound at a time (already shown). Values in the order: PostGolgi ctrl | HIV Rev-RRE inh | LYP inh 2 | FAK inh | S1P2 agonist | EphB4 ephrin blk | LYP act | S1P2 blocker | PostGolgi yeast
Shown for CC(C)COC(=O)Nc1ccccc1C(=O)N1CCOCC1 = 7 | 6 | -7 | 0 | -7 | -10 | 6 | -14 | 2
Shown for O=Cc1ccccc1OCCOc1ccccc1C=O = nt | 6 | 12 | 2 | -2 | 8 | -11 | 6 | nt
Shown for CCOc1ccc(Cl)cc1S(=O)(=O)N1CCCC1 = 7 | 0 | -2 | 0 | 2 | 1 | 3 | 1 | 2

New compounds follow:
17	O=C(Nc1ccc2c(c1)OCO2)c1cncc(Br)c1
18	COc1ccccc1C1CC(c2ccc(C)cc2)Nc2ncnn21 (stereo not drawn)
19	CCOc1ccccc1N1CC(C(=O)N2CCc3ccccc3C2)CC1=O (stereo not drawn)
20	C=CCN1C(=O)/C(=C2/Sc3ccccc3N2CCCS(=O)(=O)O)SC1=S
21	CCCCN1CN=C(Nc2nc3ccccc3o2)NC1
22	O=C1c2ccccc2-c2nc3ccccc3n21
23	CCOC(=O)c1sc(/N=C/c2c(C)[nH]n(-c3ccccc3)c2=O)c(C#N)c1C
24	O=C(CCn1cccc1)NC1CCCc2ccccc21 (stereo not drawn)

compound no.	17	18	19	20	21	22	23	24
PostGolgi ctrl	18	4	-2	11	14	nt	3	7
HIV Rev-RRE inh	7	3	8	6	2	3	70*	1
LYP inh 2	3	5	-7	5	5	-5	-11	7
FAK inh	-2	0	-1	-9	-4	10	-2	8
S1P2 agonist	-9	-6	-1	-3	-1	-3	-3	-1
EphB4 ephrin blk	4	0	6	0	-2	1	3	-1
LYP act	-5	-6	5	-8	-1	4	8	-6
S1P2 blocker	12	-11	-1	9	13	10	-20	18
PostGolgi yeast	4	3	-1	-21	10	nt	0	2

25	COC(=O)CSc1n[nH]c(-c2ccncc2)n1
26	CCOC(=O)c1noc(C)c1C(=O)Nc1cccc(F)c1
27	COc1ccccc1N1CCN(C(=O)c2ccc(NC(C)=O)cc2)CC1
28	CS(=O)(=O)N1CCN(c2cccc(Cl)n2)CC1
29	O=C(CN1CCCN(S(=O)(=O)c2ccc(F)cc2)CC1)Nc1ccccc1Br
30	COc1ccc(OCc2nn3c(-c4ccccn4)nnc3s2)cc1
31	Cc1cc(OCc2nnc(SCC(=O)OC3CCCCC3)o2)ccc1Cl
32	O=C(Nc1ccccc1)N1CC=C(c2ccc(F)cc2)CC1

compound no.	25	26	27	28	29	30	31	32
PostGolgi ctrl	4	12	4	2	41*	12	16	12
HIV Rev-RRE inh	6	-3	2	4	9	7	12	14
LYP inh 2	-16	-2	3	-3	-5	3	0	4
FAK inh	0	-5	-6	0	2	3	6	1
S1P2 agonist	-5	-3	-7	-2	0	-6	-11	-8
EphB4 ephrin blk	-7	-2	-6	-3	5	10	2	2
LYP act	11	5	-5	6	-2	-3	-2	-4
S1P2 blocker	3	-13	-18	-21	-25	-10	8	-2
PostGolgi yeast	3	13	5	1	8	-2	-3	-7

33	COc1ccccc1C(O)Cc1nc2ccccc2n1C (stereo not drawn)
34	CCOc1ccc(NC(=NCc2ccc3c(c2)OCO3)SC2CC(=O)N(c3ccc(OCC)cc3)C2=O)cc1 (stereo not drawn)
35	Cc1nnc(SCC(=O)NCc2ccccc2)n1-c1ccccc1
36	CCOC(=O)N1CCC(NC(=O)c2ccc3c(c2)ncn3C2CCCC2)CC1
37	COc1ccc(/C(O)=C2/C(=O)C(=O)N(CCN(C)C)C2c2ccccc2)cc1Cl (stereo not drawn)
38	COc1ccc(N2CCN(C(c3nnnn3CCc3ccccc3)C(C)C)CC2)cc1 (stereo not drawn)
39	Cc1cc(C(=O)CC#N)c(C)n1-c1ccc(OC(F)F)cc1
40	COc1ccc(CNC(=O)c2ccc(CN3CCOCC3)cc2)cc1

compound no.	33	34	35	36	37	38	39	40
PostGolgi ctrl	2	nt	5	1	-1	35*	1	-2
HIV Rev-RRE inh	11	3	-2	5	8	0	3	1
LYP inh 2	2	9	6	1	11	7	10	-7
FAK inh	-1	0	-1	-2	-1	2	-3	0
S1P2 agonist	-4	-6	-3	-4	-6	-3	-6	-10
EphB4 ephrin blk	-8	0	2	-2	-3	-1	7	-3
LYP act	1	-10	-4	-4	-13	-9	-12	5
S1P2 blocker	20	-22	-3	8	14	-5	19	19
PostGolgi yeast	6	nt	6	0	6	9	-4	4

41	CNC(=O)C1CC(=O)N(c2ccc(F)c(Cl)c2)C1 (stereo not drawn)
42	CCOC(=O)C1CCCN(C(=O)c2ccc(CS(=O)(=O)c3ccc(C)cc3)o2)C1 (stereo not drawn)
43	CCn1c(SCc2nc(-c3ccccc3)no2)nnc1-c1ccco1
44	O=C(OCc1cc(Cl)ccc1OC(F)F)c1cc(S(=O)(=O)O)ccc1O
45	Cc1cc2n(n1)C(c1ccccc1Cl)Nc1ccccc1-2 (stereo not drawn)
46	CN1CCN(c2cc3c(c4c2[nH]c2ccccc24)C(=O)CC(C)(C)C3)CC1
47	Nc1ccc(CN2CCCCCC2)cc1
48	CCCN1CNC(=S)N(c2cc(C)ccc2C)C1

compound no.	41	42	43	44	45	46	47	48
PostGolgi ctrl	6	3	nt	6	8	20	nt	nt
HIV Rev-RRE inh	2	1	1	1	4	8	7	3
LYP inh 2	1	-3	6	-2	-7	-5	8	3
FAK inh	-4	-7	-2	-2	3	7	-1	-1
S1P2 agonist	-7	-3	-10	-8	-5	-2	-3	-5
EphB4 ephrin blk	3	-6	4	-4	-7	3	-8	0
LYP act	-2	1	-6	2	2	4	-8	-6
S1P2 blocker	6	-15	7	22	-28	32	-17	-6
PostGolgi yeast	1	0	nt	-17	-12	4	nt	nt

49	Cc1cccc(Nc2nc(-c3ccc4c(c3)OCCO4)cs2)c1
50	Cc1ccc(NC(=O)C2CCN(S(=O)(=O)c3ccc(F)cc3)CC2)cc1
51	O=CNCCCc1nc2ccccc2n1Cc1ccccc1
52	O=C(Oc1ccc(-c2ccccc2)cc1)N1CCCCC1
53	CCOC(=O)C1=C(C(C)=O)C(c2cccnc2)C(C#N)=C(N)O1 (stereo not drawn)
54	COc1ccc(C(c2nnnn2Cc2cccs2)N2CCN(c3ccccc3)CC2)cc1OC (stereo not drawn)
55	CCOC(=O)C1=C2N(C)c3ccccc3N2CCC1=O
56	CCOC(=O)C1=c2s/c(=C\c3cccnc3)c(=O)n2C(N)=C(C(=O)OC)C1c1cccnc1 (stereo not drawn)

compound no.	49	50	51	52	53	54	55	56
PostGolgi ctrl	5	7	-1	2	-8	12	6	1
HIV Rev-RRE inh	6	6	-1	5	9	2	19	0
LYP inh 2	-1	-12	-15	2	3	-11	4	-12
FAK inh	4	0	1	1	-1	2	-1	2
S1P2 agonist	-1	-3	-2	-2	-7	-1	-6	-5
EphB4 ephrin blk	2	-3	-7	2	6	0	2	4
LYP act	-1	9	12	-4	0	8	-6	10
S1P2 blocker	-12	-3	8	-6	16	12	1	-9
PostGolgi yeast	-4	18	-11	-16	-4	-5	-3	6

57	COc1ccc(N2C(=O)CCC(C(=O)O)C2c2ccc(OC)c(OC)c2)cc1 (stereo not drawn)
58	Cc1cc(N2CCN(c3ccccc3Cl)CC2)n2cc(-c3ccccc3)nc2n1
59	CC(NC(=O)Cn1cnc2c1c(=O)n(C)c(=O)n2C)c1ccccc1 (stereo not drawn)
60	O=C(c1cc(-c2ccccn2)nc2c(Cl)cccc12)N1CCN(C(=O)C2CCCO2)CC1 (stereo not drawn)
61	Nc1nonc1C(=O)OCC(=O)N1CCCCC1
62	COc1cc(/C=N/NC(=O)c2ccncc2)ccc1OC(=O)c1ccc([N+](=O)[O-])cc1

compound no.	57	58	59	60	61	62
PostGolgi ctrl	8	34*	5	16	4	-6
HIV Rev-RRE inh	5	-6	0	4	8	11
LYP inh 2	-7	-9	2	-46	-4	6
FAK inh	-1	-4	-3	0	4	-2
S1P2 agonist	-4	-8	1	-3	-3	-8
EphB4 ephrin blk	-7	3	-2	-8	15	1
LYP act	7	7	-5	45*	5	-1
S1P2 blocker	-29	-8	15	-5	-11	7
PostGolgi yeast	-24	1	5	8	-8	5
